# PHOSPHO1 block = PubChem AID 1565; 290,000 compounds, 1.1% hits; recombinant PHOSPHO1, absorbance phosphatase assay; Phosphoethanolamine/phosphocholine phosphatase (Homo sapiens), Q8TCT1; inhibition, % at 13.3 µM; in the data active = inhibition above about 60%
# Target sequence (Q8TCT1 whole entry, looked up): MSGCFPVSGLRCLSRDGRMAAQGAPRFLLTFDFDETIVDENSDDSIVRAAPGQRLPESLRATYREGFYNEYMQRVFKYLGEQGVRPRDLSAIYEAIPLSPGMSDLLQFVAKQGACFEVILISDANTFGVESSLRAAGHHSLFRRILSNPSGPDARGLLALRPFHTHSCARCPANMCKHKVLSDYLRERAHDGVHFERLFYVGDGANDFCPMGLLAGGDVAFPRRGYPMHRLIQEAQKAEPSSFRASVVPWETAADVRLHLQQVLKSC
# GalR3 antagonist = GalR3 antagonists in HEK293 cells, primary screen, cell-based, fluorescence readout | 360,000 compounds, 0.44% hits | inhibition, % at 3 µM | HEK293 GalR3-CNG cAMP membrane potential fluorescence; galR3 body fused to GalR1 C-terminus;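 active = inhibition above the screen-wide average plus 3 SD, cut at about 13% in these data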;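 also: forskolin and galanin both at EC90 stimulate the cells; cAMP rise reported by CNG channel membrane potential dye signal; 0% = forskolin plus galanin with DMSO and 100% = forskolin alone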
# Target sequence (O60755 1-299 limits assumed): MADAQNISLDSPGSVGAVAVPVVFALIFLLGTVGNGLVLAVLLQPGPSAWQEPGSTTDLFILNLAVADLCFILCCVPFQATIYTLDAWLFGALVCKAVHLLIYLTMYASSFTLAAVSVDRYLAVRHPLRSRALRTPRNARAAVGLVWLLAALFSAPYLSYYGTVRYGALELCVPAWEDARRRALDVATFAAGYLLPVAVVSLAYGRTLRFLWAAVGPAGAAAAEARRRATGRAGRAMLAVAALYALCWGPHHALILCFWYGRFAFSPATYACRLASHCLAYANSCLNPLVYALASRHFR
# OXTR agonist = human OXTR agonists, primary screen, fluorescence, CHO-OTR cells, Fluo-8 calcium. Oxytocin receptor (Homo sapiens), P30559. Fluo-8 calcium fluorescence; normalized: DMSO 0%, oxytocin 100%. activation, % at 3 µM. 320,000 compounds, 0.32% hits;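 active = activation above the mean of all tested compounds plus 3 SD, cutoff set per screening run, cut at about 20% in these data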;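 also: peak over basal fluorescence ratio from a 100 s FLIPR kinetic read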
# MEKK2 WT-MEK5 = modulators of MEK5 binding to wildtype MEKK2, primary screen, biochemical, multiplex bead flow cytometry, Alexa488-MEK5 | 290,000 compounds, 1.1% hits | Mitogen-activated protein kinase kinase kinase 2 (Homo sapiens), Q9Y2U5 | Alexa488-MEK5 binding to MEKK2 WT; actives lie on both sides | binding response (% of control), % at 10 µM; in the data active = binding response below about 67% or above about 130%
# NALP1 inh = NALP1 inflammasome inhibitors in reconstituted yeast, colorimetric, S. cerevisiae, triplicate retest. inhibition, % at 10 µM. S. cerevisiae NALP1/ASC/caspase-1 growth, X-gal OD620, 72 h. 280,000 compounds, 0.61% hits. AID 2071, 2009; in the data active = inhibition mostly above about 24%, no sharp cut-off; inactive = mostly below about 32%; also: some compounds called inactive have numbers as strong as hits
# MEKK2mut PB1 HTS = MEK5 binding signal on mutant MEKK2 PB1, primary screen, biochemical, multiplex bead flow cytometry, Alexa488-MEK5; 290,000 compounds, 0.35% hits; Alexa488-MEK5 binding to MEKK2 mutant; percent response, % at 10 µM; in the data active = percent response above about 24%, passing the limit was not always enough; also: inactives centre near 1; some results filed as inactive read as strong as hits; reference of the scale not given here
# MEKK3 PB1 HTS = modulators of MEKK3-MEK5 PB1 binding, primary screen, biochemical, wildtype MEKK3, multiplex bead flow cytometry, Alexa488-MEK5 | Mitogen-activated protein kinase kinase kinase 3 (Homo sapiens), Q99759 | bead-based flow cytometry, Alexa488-MEK5 binding to MEKK3; actives lie on both sides; 0 = blocked by unlabeled MEK5, 100 = vehicle | binding response (% of control), % at 10 µM | 290,000 compounds, 1.4% hits | AID 1529, 2009;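 active = binding response more than 3 SD above or below the average of its plate-row segment, actives on both sides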;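 also: Alexa488 bead fluorescence after subtracting the streptavidin-only scavenger bead signal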
# GPR7 antagonist = GPR7 receptor antagonists, primary screen, cell-based, fluorescence, single concentration; 290,000 compounds, 1.1% hits; AID 1861, 2009; GPR7-expressing cells, fluorescence antagonist assay; Neuropeptides B/W receptor type 1 (Homo sapiens), P48145; inhibition, % at 4.4 µM; in the data active = inhibition above about 16%, passing the limit was not always enough;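 also: cells stimulated with the agonist NPW; 0% = agonist with vehicle and 100% = vehicle without agonist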
# Target sequence (P48145 whole entry, looked up): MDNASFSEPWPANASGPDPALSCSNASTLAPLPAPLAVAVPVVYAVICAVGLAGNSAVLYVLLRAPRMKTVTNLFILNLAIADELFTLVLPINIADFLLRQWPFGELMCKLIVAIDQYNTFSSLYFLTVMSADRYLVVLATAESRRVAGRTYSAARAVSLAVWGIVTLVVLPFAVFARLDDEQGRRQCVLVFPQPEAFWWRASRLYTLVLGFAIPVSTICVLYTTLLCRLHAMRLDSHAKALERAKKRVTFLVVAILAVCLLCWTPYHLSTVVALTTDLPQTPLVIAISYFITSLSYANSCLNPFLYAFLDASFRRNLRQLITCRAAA
# V1R ag counter = agonists of human V1a receptor, primary screen, counter-screen for OXTR agonist project, fluorescence, CHO-V1R cells | Vasopressin V1a receptor (Homo sapiens), P37288 | Fluo-8 calcium fluorescence, agonist mode; 0% DMSO, 100% 3 nM vasopressin | activation, % at 3 µM | 320,000 compounds, 0.25% hits | AID 2797, 2010;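 active = activation above the mean activation of all tested compounds plus 3 SD, per screening run, cut at about 20% in these data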;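 also: signal is peak over basal fluorescence ratio across a 100 second FLIPR read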
# Active calls of the source: *; / = not tested or not shown; & = joins results of further samples; [ ] = remark or other dose.
cpd	mol	GalR3 antagonist	PHOSPHO1 block	OXTR agonist	MEKK3 PB1 HTS	V1R ag counter	GPR7 antagonist	MEKK2mut PB1 HTS	MEKK2 WT-MEK5	NALP1 inh
1	COc1cccc(/C(C)=N/NC(=O)c2cc(-c3cccnc3)nc3ccccc23)c1	-6	-2	-1.5	129*	0.2	-6	-1	104	22
2	COc1ccc(C(=O)NCC(=O)OCC(=O)Nc2c(C)n(C)n(-c3ccccc3)c2=O)cc1	-2	-3	0.1	103	0.2	-9	4	102	4
3	COCCCN1CCN(C2Cc3ccccc3Sc3ccc(Cl)cc32)CC1 (configuration not stated)	-16	-24	6.3	100	4.7	24*	6	120	54*
4	CCOC(=O)C1CCN(S(=O)(=O)c2ccc(Cl)nc2)CC1	-5	-1	-0.3	118	0.8	-11	18	115	4
5	CCN(CC)S(=O)(=O)c1ccc2[nH]cc(C(=O)NCCCN3CCCCC3)c(=O)c2c1	1	-3	0.6	96	0.6	-13	-1	98	23
6	CCS(=O)(=O)Nc1cccc(C2=NN(C(C)=O)C(c3cccs3)C2)c1 (configuration not stated)	-3	28	-0.1	101	1.5	-7	7	103	-6
7	COc1ccc(-c2cc(C(=O)N(C)Cc3ccccc3F)c3ccccc3n2)cc1OC	-1	4	-0.9	100	-0.8	13	-1	99	-4
8	Cc1ccc(NS(=O)(=O)c2cccc3nsnc23)cc1	-4	8	-0.8	102	-1.2	-11	2	104	7
9	Cc1cccc(C)c1NC(=O)CC(C)c1ccccc1 (configuration not stated)	-10	25	0.1	106	-0.4	-14	4	106	13
10	O=c1c2nccnc2[nH]c(=S)n1Cc1ccccc1Cl	6	-78	-0.2	106	-1.4	-9	6	108	4
11	CCOC(=O)C1=C(C)N(Cc2ccccc2)C(=O)NC1c1ccc(OC)cc1 (configuration not stated)	-5	30	0.2	100	-1.0	1	-1	97	3
12	O=C(CCC(=O)Nc1ccc(Cl)cc1Cl)NNC(=O)[C@@H]1CCCC[C@@H]1C(=O)O	-2	1	-0.1	1.0*[inhibitor]	0.0	4	-21	1.0*[inhibitor]	22
13	COc1cc(OC)cc(C(=O)NCC(=O)OCC(=O)c2ccc3c(c2)-c2ccccc2C3)c1	-3	2	-1.4	105	0.8	-1	17	104	24
14	O=C(NCc1ccccc1)NC1(C(=O)N2CCCC2)CCCCC1	-3	16	-0.1	95	0.5	-10	-1	94	19
15	Cc1ccc(-n2ncc3c(NCCCN4CCCC4=O)ncnc32)c(C)c1	-4	-5	-0.8	95	0.2	-5	-2	97	18
16	COc1ccc(-n2ncc3c2CC(C)(C)CC3NC(=O)c2ocnc2C)cc1 (configuration not stated)	-1	38	-0.7	103	1.3	0	12	107	-4
17	CCCCCCNC(=O)Cc1nc2nc(C)cc(C)n2n1	-5	6	1.1	99	1.0	-6	0	102	10
18	C=C1N(C)c2cc([N+](=O)[O-])c(N)cc2C1(C)C	-5	9	0.1	94	0.0	-7	-6	89	-10
19	O=C(CC1C(=O)NCCN1Cc1cccc(F)c1)NCCCOc1cccnc1 (configuration not stated)	0	12	-1.5	101	1.1	-6	0	102	23
20	CC(C)(C)C(=O)OCc1nc(-c2ccc3c(c2)OCCO3)cs1	-8	7	0.8	101	0.9	-3	3	100	17
21	COC(=O)c1cc(=O)n(Cc2cccs2)c(=Nc2ccccc2)s1	0	28	-1.3	96	0.4	-6	-6	97	17
22	CC(C)c1nnc(NC(=O)c2ccc3ccccc3c2)s1	2	33	-0.6	95	0.6	14	1	96	32
23	CC(C)(C)OC(=O)NCCc1nnc(SCC(N)=O)o1	-1	-10	0.8	99	-0.5	-5	-1	101	19
24	COC(=O)C1CCCN1C(=O)c1cccs1 (configuration not stated)	-1	-14	-0.6	108	0.1	-9	9	105	13
25	COc1ccc(NC(=O)NC(C)c2ccc3c(c2)OCO3)cc1OC (configuration not stated)	-5	11	-0.6	106	-0.3	-6	4	104	10
26	COCC(=O)N1CCC(Oc2ccc(C(=O)N(C)CCCC3CCCC3)cc2)CC1	6	38	5.0	96	9.4	-5	-1	97	9
27	O=C(Nc1ccccc1N1CCN(C(=O)c2ccc(Cl)cc2)CC1)c1cccnc1	-4	-34	0.9	96	0.5	-7	-3	100	10
28	COc1ccc(-c2c(C)c3ccc(O)cc3oc2=O)cc1	1	30	0.1	101	2.2	10	0	103	8
29	COc1ccc(N2CC(C(=O)N[C@H](C(=O)NC3CCCCC3)C(C)C)CC2=O)cc1 (some centres not stated)	-1	13	0.0	97	-0.1	1	1	98	12
30	CN(CC(=O)Nc1ccccc1Br)C(=O)CCC1CCCC1	-3	30	-1.3	102	0.1	4	2	102	6
31	COC(=O)CSc1nc2c(c(=O)[nH]c(=O)n2C)n1CCC(C)C	-2	-7	-0.2	102	0.7	-13	2	106	-10
32	CCOc1cc2[nH]c(=S)n(C3CCN(Cc4ccccc4)CC3)c(=O)c2cc1OCC	-8	-8	0.8	100	0.7	-15	4	105	-4
33	Cc1ccc(C)c(NS(=O)(=O)c2cc(C(=O)N3CCc4ccccc4C3)ccc2Cl)c1	-3	1	-1.9	102	1.0	6	2	97	0
34	COc1cc2ncc(C(=O)c3ccccc3)c(N3CCN(Cc4ccccc4)CC3)c2cc1OC	/	32	-1.6	105	-0.1	-4	0	107	11
35	COc1ccccc1C(CCNCc1ccc(N(C)C)cc1)c1ccc(OC(C)C)cc1 (configuration not stated)	-11	24	10	117	9.1	5	61*	229*	23
36	COCC(=O)N(Cc1cc2cc(OC)ccc2[nH]c1=O)c1ccccc1OC	-1	12	0.5	101	-0.1	-2	4	105	26
37	CCOc1ccc(-c2n[nH]c(C)c2Oc2ccc(OC)cc2)c(O)c1	1	23	-1.8	85	0.5	-8	-6	98	1
38	COc1ccc2c(c1OC)C(=O)OC2N1C(=O)CC[C@H]1C(=O)Nc1ccc(F)cc1F (some centres not stated)	-6	14	0.8	106	0.8	-3	6	105	2
39	COc1ccc(N=Nc2[nH]c3ccc(C)cc3c2O)cc1	-1	-7	0.6	93	0.7	-13	-3	95	-5
40	COc1ccc(NC(=O)c2c(F)c(F)c(F)c(F)c2F)cc1Cl	9	-8	0.2	104	2.7	-7	5	109	21
41	Fc1ccc(C2=Nn3c(Cc4ccccc4F)nnc3SC2)cc1	-4	62*	-0.9	104	1.9	3	2	102	13
42	CCn1c(=O)c([N+](=O)[O-])c(NC2CCS(=O)(=O)C2)c2ccccc21 (configuration not stated)	-1	32	0.3	104	0.3	-7	0	100	/
43	CCNc1ccc(S(=O)(=O)N(C)C)cc1NCC(=O)Nc1ccc(F)c(Cl)c1	-12	-2	13	99	17	4	-2	97	13
44	CCOC(=O)c1c(CN2CCOCC2)n(C)c2cc(Br)c(O)c(CN(C)C)c12	-3&-1	18&5	-0.4&-0.8	96&107	-0.6&-0.2	-9&-14	-4&11	97&106	5&7
45	CCOC(=O)n1cc(C(=O)c2ccccc2O)cn1	-5	39	0.7	99	0.1	-10	1	96	0
46	COc1ccccc1CNS(=O)(=O)c1ccc2c(c1)N(C(C)=O)CCO2	-6	-13	3.6	97	5.6	2	-9	97	9
47	COc1ccc(/C=N/NC(=O)C(=O)NCc2cccnc2)cc1	-4	-14	-1.2	106	-1.7	-15	-9	101	-1
48	O=C(O)C1(P(=O)(c2ccc(Cl)cc2)c2ccc(Cl)cc2)CCCC1	-5	28	0.4	95	1.4	-9	-9	94	17
49	O=C1/C(=C/c2ccc([N+](=O)[O-])cc2)CCc2ccccc21	/	15	-1.3	110	-1.2	7	14	98	-2
50	CC(=O)N1CCN(c2ccc(Nc3nc(C)nc4c3oc3ccccc34)cc2)CC1	-1	/	1.3	102	0.8	/	3	108	/
51	CC(C)Nc1nc(NC(C)C)nc(N(C)n2cnnc2)n1	-6	94*	0.5	99	0.6	3	2	100	-6
52	Nc1nnc(CCc2ccccc2)s1	-2	18	1.0	97	-0.3	-8	-4	100	27
53	Cn1cccc1-c1cc(C(=O)N/N=C/c2cc(Br)ccc2O)[nH]n1	-6	28	4.0	104	3.9	2	-7	94	-4
54	CCC(=O)OCC(=O)Nc1cc([N+](=O)[O-])ccc1Cl	-6	44	-1.6	103	-0.2	-4	-1	98	8
55	Cc1ccc(-c2noc(CCC(=O)NCc3ccco3)n2)cc1	-3	33	0.4	102	-0.7	5	4	109	44
56	C(=N\n1cnnc1)/c1ccc2c(c1)OCO2	2	-3	0.8	91	1.7	0	-9	90	-11

# Remaining list, next part.
cpd	mol	GalR3 antagonist	PHOSPHO1 block	OXTR agonist	MEKK3 PB1 HTS	V1R ag counter	GPR7 antagonist	MEKK2mut PB1 HTS	MEKK2 WT-MEK5	NALP1 inh
57	COc1cc(C(=O)N/N=C/c2ccc(OC(=O)c3ccccc3Cl)c(OC)c2)ccc1O	/	28	/	104	/	-12	1	101	15
58	CC1(C)CN(c2cccc(C#N)c2)C1=O	-4	20	0.8	109	0.6	-2	4	102	-10
59	COc1ccc(CCNC(=O)CN(C2CCCCC2)S(C)(=O)=O)cc1	-2	-1	2.0	97	0.8	-7	-1	97	11
60	Cc1cc(C)n(C(=O)CCC2COc3ccccc3O2)n1 (configuration not stated)	-2	-18	-1.8	83	-1.6	-8	-9	92	-37
61	Cc1cccc(NC(=O)CSc2nnc(CNC(=O)c3ccco3)o2)c1C	-8	44	0.6	104	0.9	-6	3	106	-12
62	Cc1nc(C(=O)O)sc1C1(C)CC(c2cccc([N+](=O)[O-])c2)=NO1 (configuration not stated)	-3	/	1.1	102	1.3	/	2	103	/
63	O=C(Nc1cccc(S(=O)(=O)N2CCOCC2)c1)c1ccco1	-1	19	0.8	99	-0.7	2	0	100	-24
64	Cc1c2cnn(CC(=O)NCCCN3CCCCC3C)c(=O)c2c(C)n1Cc1ccccc1 (configuration not stated)	/	7	-0.7	101	0.2	-10	28*	145*	9
65	COc1ccc(N2CCN(C(=O)c3ccc(OCc4c(C)noc4C)c(OC)c3)CC2)cc1	0	22	0.9	90	1.1	17	-8	94	12
66	Cc1ccc(-c2nn(CCC(=O)Nc3cccnc3)c(=O)c3ccccc23)cc1	-2	27	-1.9	98	-1.5	9	-1	102	10
67	COc1cc(OC)cc(C(=O)OCC(=O)N2CCCC2)c1	-4	23	1.1	98	0.3	-11	5	98	11
68	COc1ccc(N(CC(=O)N2CCCCC2)S(=O)(=O)c2ccccc2)c(OC)c1	5	6	-0.3	103	-0.2	-2	4	100	12
69	COc1cccc(COCCN2CCN(S(=O)(=O)c3ccc(C)cc3)CCC2=O)c1	4	-4	-1.3	109	1.4	-8	4	99	42
70	Cc1ccc(NC(=O)c2cn(CCC#N)nc2-c2cccs2)c([N+](=O)[O-])c1	-3	8	-3.3	101	-1.0	1	-13	87	28
71	Cc1ccc(S(=O)(=O)Nc2cc(C(C)C)c(O)cc2C)cc1	-8	23	3.0	123	0.8	-20	26	135	18

# High-throughput results (PubChem BioAssay)
